Glioma ERSR ind = ER stress response induction in glioma | U87-MG GRP78 promoter luciferase reporter, 16 h | Potency, µM, inactives show at the highest dose activation, hits mostly activators | actives 0.02% (n = 420,000) | AID 602332; also: potency is read from the fitted curve at half-maximal effect; series mostly up to about 76 µM; % of control where 0% means no effect; nearly all actives have a fitted effect of over 35% in size
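ERSR induction read as luciferase luminescence (Bright-Glo, 10 min at room temperature) in stably transfected human U87-MG glioma cells exposed to compounds for 16 h, using GRP78 as sensor.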
D2 antagonist = antagonists of human D2 dopamine receptor | actives 2% (n = 340,000) | inhibition, % at 10 µM | HEK293 TREx D2 cells, calcium flux, dopamine EC80 | P14416; in the data active = inhibition above about 30%; also: 0% is about no effect
Target sequence (P14416 whole entry, looked up): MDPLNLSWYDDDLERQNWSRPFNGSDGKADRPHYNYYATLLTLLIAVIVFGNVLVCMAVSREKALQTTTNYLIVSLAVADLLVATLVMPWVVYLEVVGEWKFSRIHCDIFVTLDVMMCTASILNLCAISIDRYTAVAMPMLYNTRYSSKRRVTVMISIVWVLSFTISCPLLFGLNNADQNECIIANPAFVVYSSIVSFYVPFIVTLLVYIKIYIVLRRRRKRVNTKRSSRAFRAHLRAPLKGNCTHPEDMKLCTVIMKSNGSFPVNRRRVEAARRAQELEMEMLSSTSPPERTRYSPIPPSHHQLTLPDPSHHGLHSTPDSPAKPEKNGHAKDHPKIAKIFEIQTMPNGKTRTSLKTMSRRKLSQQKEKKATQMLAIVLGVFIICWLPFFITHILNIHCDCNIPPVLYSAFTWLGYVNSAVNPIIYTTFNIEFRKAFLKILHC
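Calcium mobilization kinetics were recorded at 1 s intervals in tetracycline-induced HEK293 T-REx D2 cells, first for 180 s after compound addition and then 180 s after EC80 dopamine.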
Vif-APOBEC3F blk = inhibitors of Vif-A3F interaction | HeLa A3F-eYFP + Vif (tagged APOBEC3F with the HIV-1 protein that degrades it), YFP fluorescence increase | Potency, µM (series often up to 46.1 µM), without a hit: at the highest dose activity, negative = active | actives 0.2% (n = 390,000) | AID 602313; also: potency is read from the fitted curve at half-maximal effect; % of control where 0% means no effect; nearly all actives have a fitted effect of over 65% in size
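HeLa cells stably expressing Vif plus C-terminally eYFP-tagged A3F were seeded, incubated overnight at 37 deg C, dosed with compound, incubated overnight again at 37 deg C. Yellow fluorescence (Ex 488/Em 500-530) reported blocked Vif-mediated A3F-eYFP degradation.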
ALOX12 inh = inhibitors of human 12S-lipoxygenase ALOX12; actives 1.1% (n = 580,000); purified 12hLO, xylenol orange hydroperoxide absorbance; Potency, µM (doses to about 108 µM), without a hit: at the highest dose activity change, negative = inhibition, hits mostly inhibitors; AID 1671190; also: potency is read from the fitted curve at half-maximal effect; % is scaled to controls: 0 for no effect and ±100 for the full control effect
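Purified human 12hLO at 150 nM in 25 mM Hepes, 0.01% Triton X-100, pH 7.0, preincubated 15 min at room temperature with compound. Reaction started with 40 uM arachidonic acid, 30 min at room temperature. Hydroperoxide measured by Fe-xylenol orange, 573/405 nm absorbance ratio.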
ERG Ets-DNA blk = inhibitors of human ERG Ets domain-DNA interaction; P11308; fluorescence polarization, His-ERG Ets domain / labelled DNA; Potency, µM (series often up to 76.9 µM), without a hit: top-dose FP activity, negative = inhibition, actives largely listed as inhibitors; actives 0.028% (n = 370,000); AID 624246; active = well fitted inhibition curve with a large enough effect in the polarisation, with a control signal flat; inconclusive = small, poorly fitted or top-dose-only effect, or effect the other way, or a change in a side signal; inactive = no such curve, though single readings can be large or run the other way; the % refers to the polarisation;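 also: polarization taken with two DNA probes labelled with fluorescein and Texas red; potency is read from the fitted curve at half-maximal effect; % of control where 0% means no effect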
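His-tagged ERG Ets domain (1 uM in the protein solution; 300mM KCl, 50mM Tris-HCl, 1mM EDTA, 1mM DTT, pH 7.5) received compound, then a probe mix of 5 nM fluorescein-DNA and 100nM Texas-615-DNA. Fluorescence polarization was read for both dyes.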
LDHA inh = LDHA (human) enzyme inhibition; P00338; purified LDHA, NADH/diaphorase-resazurin fluorescence; stronger effect = lower value; activity change, % (values are at about 110 or 230 µM); actives 0.15% (n = 480,000); AID 1347041; in the data active = activity change below about -30%; inconclusive = mostly about -25% to -30%;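 also: plate controls were DMSO wells for no effect and wells without enzyme for full effect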
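LDH5 2 nM; NADH 0.06 mM, pyruvate 0.2 mM; 200 mM Tris pH 7.4, EDTA, Tween-20; 5 min RT. Detection: diaphorase 0.133 mg/mL + resazurin 37 µM, fluorescence ex540/em590 at 0 and 20 min; normalized to enzyme-free and DMSO wells.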
D2 ag = D2 dopamine receptor (human) agonism | HEK293 T-REx D2 cells, calcium flux agonist mode | activation, % at 2 µM | actives 0.53% (n = 340,000) | AID 485358;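 active = activation over 3 SD above normal in the single-dose calcium agonist read, cut at about 30% in these data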; also: 0% is about no effect
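In this primary screen, compounds producing a positive calcium signal within 180 s of addition to tetracycline-induced, force-coupled HEK293 Trex D2 cells are flagged; cells are dye-loaded with a no-wash calcium kit beforehand.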
RGS4 inh = inhibitors of human regulator of G protein signaling 4. P49798. Transcreener GDP fluorescence polarization, RGS4-accelerated GTP hydrolysis. Potency, µM (doses to about 114 µM), inactives show at the top dose activity change, negative = inhibition, actives largely listed as inhibitors. actives 0.039% (n = 390,000). AID 504845; also: potency is read from the fitted curve at half-maximal effect; % is scaled to controls: 0 for no effect and ±100 for the full control effect; nearly all actives have a fitted effect of over 75% in size; some results filed as inactive show a strong effect at the top dose
Target sequence (P49798 whole entry, looked up): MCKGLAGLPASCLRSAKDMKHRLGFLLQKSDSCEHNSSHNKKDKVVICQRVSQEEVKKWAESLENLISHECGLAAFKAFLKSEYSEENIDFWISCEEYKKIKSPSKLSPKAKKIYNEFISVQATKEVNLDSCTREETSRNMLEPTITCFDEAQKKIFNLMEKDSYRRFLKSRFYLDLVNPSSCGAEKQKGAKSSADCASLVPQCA
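MLSMR compounds (23 nl, pin-transferred) preincubated 10 min at room temperature with a 500nM (2x) first reagent, then RGS4 at 900nM (2x) plus Transcreener GDP mix added; fluorescence polarization (620/688 nm) read before and after 90 min at 30 °C.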
Vif-A3G inh = inhibitors of Vif-APOBEC3G interaction | AID 602310 | Potency, µM (series often up to 46.1 µM), for inactives: at the highest dose activity, negative = active, most hits filed as inhibitors | actives 0.076% (n = 410,000) | Q9HC16 | HeLa A3G-eYFP + Vif (tagged APOBEC3G with the HIV-1 protein that degrades it), YFP fluorescence, overnight;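 also: potency is read from the fitted curve at half-maximal effect; % is scaled to controls: 0 for no effect and ±100 for the full control effect; nearly all actives have a fitted effect of over 60% in size; hits raise eYFP signal because A3G escapes Vif-driven loss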
Target sequence (Q9HC16 whole entry, looked up): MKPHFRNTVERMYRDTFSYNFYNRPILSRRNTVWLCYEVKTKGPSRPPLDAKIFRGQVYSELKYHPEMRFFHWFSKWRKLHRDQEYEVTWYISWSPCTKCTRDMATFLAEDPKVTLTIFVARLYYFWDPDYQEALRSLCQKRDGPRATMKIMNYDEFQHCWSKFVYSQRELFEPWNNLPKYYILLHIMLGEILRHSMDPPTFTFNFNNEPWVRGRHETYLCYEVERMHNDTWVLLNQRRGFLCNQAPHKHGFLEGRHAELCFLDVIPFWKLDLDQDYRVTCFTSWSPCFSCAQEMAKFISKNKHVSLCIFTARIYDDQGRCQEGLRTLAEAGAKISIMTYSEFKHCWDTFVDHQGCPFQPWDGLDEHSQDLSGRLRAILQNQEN
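Read-out is eYFP fluorescence (Ex 488/Em 500-530) from Vif-expressing HeLa A3G-eYFP cells; more signal means A3G escaped Vif-mediated degradation. Cells plated overnight, compound pinned in, incubated overnight at 37 deg C.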
* hit, by the source's call; ? = inconclusive; nt = not tested or not shown; & = joins results of further samples; [ ] = dose if it differs, or a comment. Unless noted, calls follow the shape of the dose curve; as a rule, active = well fitted curve in the direction sought with a large enough effect; inconclusive = small, poorly fitted or top-dose-only effect, or another doubt; inactive = no such curve, though single readings can be large; an effect the other way counts as inactive or inconclusive. Not all compounds are listed (hit frequency here may not be typical).

Every second line gives: Glioma ERSR ind	D2 antagonist	Vif-APOBEC3F blk	ALOX12 inh	ERG Ets-DNA blk	LDHA inh	D2 ag	RGS4 inh	Vif-A3G inh
> CCCCCCNC(=O)O[C@H]1C[C@H](C(=O)OC)[C@H](C(=O)OC)C2CN(S(=O)(=O)c3ccc(C)cc3)C[C@@]21O (some centres undefined)
  -1%	nt	-1%	?	nt	2	nt	nt	-10%
> COc1ccc(OC)c(NC(=O)CCn2ccnc2)c1
  -3%	nt	0%	0%&5%	1%	5&5	nt	1%	2%
> O=c1[nH]ncc(NCCc2ccccc2)c1Cl
  -1%	-20	2%	2%	-3%	-5	0.1	4%	-10%
> CCCN(CCC)S(=O)(=O)c1ccc(C(=O)NNC(=O)c2cc(OC)c(OC)c(OC)c2)cc1
  -5%	-3	-3%	-16%	7%	5	0.7	12%	?
> O=C(C[C@H]1C/C=C\C[C@H](Cc2ccc(F)cc2)C(=O)O[C@@H](c2ccccc2)CNC1=O)N[C@H](CO)Cc1ccccc1
  -3%	nt	-5%	-27%	6%	-16	nt	1%	-23%
> Cc1cccc(CCNC(=O)c2cc(S(=O)(=O)N3CCOCC3)cn2C)c1
  -2%	-18	0%	7%	-3%	-7	-0.5	-20%	3%
> COc1ccc(NC(=O)C2CCCNC2=O)cc1 (centres undefined)
  -2%	11	-6%	2%	9%	-2	1.1	12%	0%
> Cc1ccc(NC(=S)N2CCN(C(=O)C3CCCO3)CC2)cc1 (centres undefined)
  -3%	nt	-10%	-10%	8%	-2	nt	10%	0%
> Nc1nc2n(n1)C(c1cccc(Br)c1)CC(c1ccc(F)cc1)N2 (centres undefined)
  -3%	7	-6%	330%[activator]	9%	5	-0.1	-15%	-2%
> COc1ccc(NS(=O)(=O)c2cc(NC(=O)COc3ccc(OC)cc3)ccc2N2CCOCC2)cc1
  -5%	nt	3%	0%	11%	-8	nt	-27%	0%
> O=C(CN(Cc1ccco1)C(=O)CCC(=O)Nc1nccs1)NCc1ccccc1
  1%	-7	-14%	?	-11%	-4	0.6	29%	1%
> CC(C)COC(=O)N(C)C[C@@H]1OCc2cnnn2CCCC(=O)N([C@H](C)CO)C[C@@H]1C
  -3%	nt	-9%	-11%	nt	-5	nt	nt	0%
> COc1cc(S(=O)(=O)N2CCN(c3ccccn3)CC2)ccc1Br
  -2%	nt	-1%	2%	-5%	-6	nt	17%	-2%
> CC1CCC(=NNc2ccc(C(F)(F)F)cc2[N+](=O)[O-])CC1 (centres undefined)
  -3%	3	-12%	-27%	-3%	-6	-0.6	-19%	0%
> C(=C\c1ccccc1)/C=N/Nc1nc(N2CCOCC2)nc(N2CCOCC2)n1
  -3%	-10	7%	?	-6%	-4	1.0	-44%	1%
> CCc1cc2c(=O)c(-c3nc4ccccc4n3C)coc2c(CN2CCC(C)CC2)c1O
  -3%	-6	-4%	-4%	-12%	-3	-0.4	4%	2%
> COC(=O)c1ccccc1S(=O)(=O)N1CCn2cccc2C1C (centres undefined)
  -6%	-2	2%	3%	-2%	-6	0.1	20%	5%
> Cc1cc(C(F)(F)F)nn1CC(=O)NCc1cccs1
  -1%	-5	-1%	-1%	-3%	0	0.5	-20%	2%
> CC1(c2nnc(-c3ccccc3)o2)CC(c2cccc(Cl)c2)=NO1 (centres undefined)
  -4%	6	2%	?	8%	-1	0.4	9%	-3%
> CSCC[C@H](NC(=O)c1ccc2ccccc2c1)C(=O)N1CCC2(CC1)NCCc1[nH]cnc12
  -7%	3	1%	0%	-4%	-9	0.3	31%[11.4 µM]	0%
> N#C/C(=C\c1ccc2c(c1)OCO2)C(=O)NCc1ccco1
  3%	2	-6%	-3%	-3%	-6	1.6	8%[56.9 µM]	-4%
> Nn1c(SCc2ccccc2F)nnc1-c1ccncc1
  -1%	10	-8%	?	-4%	-3	0.9	23%	1%
> COc1cc(/C=N/NC(=O)C(=O)NCc2ccco2)cc(Br)c1O
  -5%	8	-8%	-1%	?	3	-0.7	-35%	-3%
> CCC(NC(=O)c1[nH]c(C)c(C(C)=O)c1C)c1ccc(Br)cc1 (centres undefined)
  -6%	-4	1%	?	-2%	5	-0.8	-8%	-8%
> CCc1ccc(OC(=O)/C=C/c2ccco2)cc1
  1%	-18	3%	-20%	-9%	-6	-0.2	3%	-7%
> Cn1c(/C=C/c2ccc(Cl)cc2)nc2ccccc2c1=O
  6%	-11	?	0%	5%	0	0.1	?	-12%
> Cc1cc(C)cc(OCC(=O)OCC(=O)NC2CCCCCCC2)c1
  0%	7	7%	-19%	-13%	2	-1.2	-10%	-5%
> CCc1ccc(S(=O)(=O)NC(CC(=O)O)c2ccccc2)cc1 (centres undefined)
  -4%	0	1%	-3%	nt	-4	-1.6	-31%	0%
> CN(c1ccccc1)c1cc(Br)nc(Br)c1
  1%	nt	0%	?	6%	-7	nt	-2%	0%
> O=C(O)C1C2CCC(C2)C1C(=O)Nc1cc(F)ccc1F (centres undefined)
  -2%	16	-2%	2%	-5%	-7	0.0	-34%[56.9 µM]	-5%
> CCOc1ccccc1NC(=O)CCCNC(=O)c1ccc(Cl)cc1
  -3%	-5	-7%	19%	6%	-6	-0.9	15%	1%
> CCc1cc(=O)oc2cc(C)cc(OC(=O)c3ccco3)c12
  -3%	-14	-3%	?	-4%	-1	-1.6	-24%	0%
> CC(=O)c1ccc(NC(=O)c2ccc3c(Cl)c4c(nc3c2)CCCC4)cc1
  -1%	6	12%	0%	nt	-8	1.9	-7%	-2%
> Cn1c(CCC(=O)OCC(=O)NCc2ccc3c(c2)OCO3)nc(=O)c2ccccc21
  -5%	-2	-6%	-3%	3%	-3	2.2	10%	8%
> Cc1ccc(C(C)NC(=O)Cc2cccs2)cc1C (centres undefined)
  -3%	-20	-1%	0%	5%	0	0.8	-32%	0%
> COC(=O)Cc1csc(Nc2ccc(F)c(Cl)c2)n1
  0%	-18	0%	-5%	-4%	-8	-4.5	-3%	-1%
> Cc1nn(-c2ccc(F)cc2)c(Cl)c1/C=C(\CCC(=O)O)c1nc2ccccc2s1
  5%	-2	1%	3%	0%	-8	0.7	7%	-1%
> CCOc1cc(C(=O)OCc2cc(=O)n3c(C)csc3n2)cc(OCC)c1OCC
  2%	nt	-1%	-24%	8%	-2	2.3	-11%	-3%
> COC(=O)c1cc2oc(C)cc2n1Cc1ccc(Br)cc1F
  3%	nt	2%	?	1%	-2	0.1	-3%	3%
> C=CCNC(=O)CCCOc1cc(C)ccc1C
  0%	4	1%	?	-7%	-3	-2.4	-36%	3%
> COc1cccc(/C=N/N=C(\N)c2nonc2N)c1O
  5%	nt	?	1%	3%	-2	nt	?	1%
> CCOC(=O)C(=CNc1cccc(C)n1)C(=O)OCC
  -7%	5	4%	19%	3%	-4	0.8	5%	1%
> CC(Oc1cc2oc(=O)c3c(c2cc1Cl)CCCC3)C(=O)NCc1ccccn1 (centres undefined)
  -5%	0	2%	-6%	2%	-2	0.4	-7%[11.4 µM]	2%
> CC1CCN(C(=O)CCNC(=O)Cn2cnc3sc4c(c3c2=O)CCCC4)CC1
  -4%	6	-5%	0%	-12%	-1	0.8	18%	1%
> COc1ccc(-c2cn3c(C)c(C(=O)Nc4cc(NC(C)=O)ccc4OC)sc3n2)cc1
  -2%	17	-10%	-4%	-2%	1	7.3	-18%	-28%
> NS(=O)(=O)c1ccc(CNC(=O)CCSCCC(=O)NCc2ccc(S(N)(=O)=O)cc2)cc1
  -1%	33*	9%	-3%	1%	-3	-2.4	-30%	-2%
> Cn1c(C(=O)NCC2CCCO2)cc2c(=O)n(C)c3ccccc3c21 (centres undefined)
  -5%	10	-4%	296%[activator]	-8%	2	-0.3	-12%	-2%
> C=CCC(C(=O)OC)(C(=O)OC)c1ccccc1[N+](=O)[O-]
  -5%	-9	-1%	-3%	-5%	-3	-1.2	-9%	2%
> COc1cc2nc(NC(=O)c3ccc(F)cc3Cl)sc(=O)c2cc1OC
  -7%	9	-2%	nt	-3%	-3	-0.6	?	-2%
> COC(=O)c1ccc2c(=O)n(CCCCCC(=O)NCCc3ccccc3)c(=O)[nH]c2c1
  1%	nt	-1%	11%	-6%	9	-2.6	-15%	2%
> COc1cc(OC)cc(C(=O)NCC(c2cccs2)S(=O)(=O)c2ccc(F)c(C)c2)c1 (centres undefined)
  0%	nt	3%	-15%	0%	-8	-2.0	-11%	3%
> COc1ccc(C=CC(=O)c2ccc(OCc3ccccc3)c(OC)c2)cc1OC
  -3%	nt	-1%	-4%	nt	0	nt	nt	-10%
> COc1ccc(C2CC(=O)C3=C(C2)Nc2ccccc2N(C(C)=O)C3c2ccco2)cc1 (centres undefined)
  -5%	-1	-9%	-12%	-6%	0	-1.2	6%	0%
> O=C(CCn1c(=O)c2ccccc2n(Cc2ccccc2)c1=O)NCc1ccc2c(c1)OCO2
  -4%	-12	-4%	-20%	-6%	-6	1.3	-6%	1%

High-throughput results as filed in PubChem BioAssay.
